Screens deposited in PubChem by National Center for Advancing Translational Sciences (NCATS).
S3 lipid droplet = qHTS Assay for Lipid Storage Modulators in Drosophila S3 Cells | Drosophila S3 cells, BODIPY lipid droplet fluorescence, 18-24 h; cells fed with added oleic acid | lipid storage change, negative = inhibition, % at the top dose, mostly 46.1 µM; hits show Potency in µM | 320,000 tested, 0.64% active; active means well fitted inhibition curve with a large enough effect in the signal ratio, with a control signal flat, not every such curve was filed as active; inconclusive means small, poorly fitted or top-dose-only effect, or effect the other way, or a change in a side signal; the % refers to the signal ratio
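Laser-scanning cytometry quantifies lipid droplet accumulation (500–530 nm total intensity; droplet/cell object ratio) in oleic acid-fed (400 uM added) Drosophila S3 cells treated with a concentration series. 20 uM Triacsin C defined 100% inhibition.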
S3 lipid droplet cell count max = recorded beside S3 lipid droplet, whose call it bears; cell number change, %; measured here: cell count max response;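 cells counted by Cell Tracker Red CMTPX staining in the red channel; peak over a dose series mostly up to 46.1 µM; percent activity relative to internal control wells on each plate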
* = called active by the depositor; i = inactive; ? = inconclusive; / = no result given; [ ] = dose if it differs, or a comment. On the % scale 0 is the no-effect control and ±100 the full control effect; potency means the concentration at half of the fitted maximal effect. The list is partial. The share of hits here may be higher or lower than overall.

structure | S3 lipid droplet | S3 lipid droplet cell count max
Cc1ccc(C)c(C(=O)COC(=O)c2ccccc2N2C(=O)C3C4CCC(C4)C3C2=O)c1 (stereo not given) | ? | /
O=C(CSCc1ccccc1)Nc1cc([N+](=O)[O-])ccc1F | ? | /
CCC(=O)Nc1ccc(NC(=S)NC(=O)Cc2ccccc2)cc1 | ? | /
O=C(O)c1ccc(NC(=O)c2cccc(S(=O)(=O)Nc3ccc(C(=O)O)cc3)c2)cc1 | -30% | 23
CCCOc1ccc(S(=O)(=O)N2CCCC2)cc1[N+](=O)[O-] | 20% | 12
CCN(C(=O)CSc1nc2nc(C)cc(C)n2n1)c1ccccc1 | ? | /
Cc1ccc(S(=O)(=O)N2CCN=C2SCc2cccnc2)cc1 | 5% | -5
CCOC(=O)c1cc2c(C)nn(-c3ccccc3)c2s1 | 8% | 8
O=C(O)C(Cc1ccccc1)NS(=O)(=O)c1ccc(Cl)cc1 (stereo not given) | ? | /
O=c1[nH]c(NCCO)nnc1Cc1ccccc1 | i | 2
O=C(CCCn1cnc([N+](=O)[O-])n1)Nc1ccc(Cl)cc1Cl | 12% | -1
Cc1nc(N2CCN(c3ccccn3)CC2)c2c(C)c(C(=O)Nc3ccccc3F)sc2n1 | 3% | 1
COc1cccc(C=Nc2cccnc2)c1O | ? | /
Cc1nc(CNS(=O)(=O)c2cccnc2)cs1 | ? | /
Cc1ccc(C)c(N2CCN(CCN3CCCCC3)CC2)c1 | -4% | 12
O=S(=O)(N/N=C\c1ccccc1O)c1ccc(Cl)cc1 | ? | /
Cc1cc2c(=O)[nH]cnc2s1 | -8% | 0
CCOC(=O)N/N=C/c1cc(C)n(-c2ccccc2)c1C | 14% | 8
COC(=O)C1=C(C)N(CCCC(=O)O)C(=O)NC1c1ccc(-c2ccccc2)cc1 (stereo not given) | ? | /
CCOC(=O)C1(Cc2cccc(OC)c2)CCN(Cc2ccc3c(c2)OCCO3)CC1 | ? | /
COc1cc2[nH]c(=O)n(CCC(=O)NCCC(C)C)c(=O)c2cc1OC | ? | /
CC(=O)Nc1ccnn1C1CCN(C(=O)c2cccc(C)c2C)CC1 | 7% | /
NC(=O)COC(=O)c1ccccc1SCC(=O)NC1CCCCCC1 | ? | /
COc1cccc(/C=N/Nc2ncnc3c2[nH]c2ccc(C)cc23)c1OC | -6% | /
CC(=O)NC12CC3CC(C1)CC(C(=O)Oc1ccc(N(C)S(=O)(=O)c4cc(C)ccc4C)cc1)(C3)C2 | ? | /
COc1ccccc1C1C(C#N)=C(N)Oc2c1oc(CO)cc2=O (stereo not given) | ? | /
COc1cccc(C2=NOC(C(=O)N3CCc4ccccc4C3)C2)c1 (stereo not given) | -5% | -14
C/C=C\C=C/C(=O)Nc1cccc(C2=NOC3(C2)C[C@@H](C(N)=O)N(C(=O)c2ccccc2)C3)c1 (stereo not given in full) | 5% | 0
Cc1csc(SCCn2c(N3CCOCC3)nc3c2c(=O)[nH]c(=O)n3C)n1 | 27% | 30
COc1ccc(NC(=S)c2ccncc2)cc1 | 13% | /

The list continues.
structure | S3 lipid droplet | S3 lipid droplet cell count max
CCOCCCNC(=O)c1ccc2c(c1)ncn2-c1ccc(CC)cc1 | 0% | -4
COCCNc1cc(C)nc2c(-c3ccccc3OC)c(C)nn12 | 13% | 9
CN1C(=O)C(C)(C)c2cc(S(=O)(=O)N3CCN(c4ccccc4F)CC3)ccc21 | ? | /
CC(=O)N1N=C(c2ccc(C)cc2)OC1c1ccc(C)cc1 (stereo not given) | ? | /
CCCCc1ccc(NC(=O)CSCc2cc(=O)[nH][nH]2)cc1 | ? | /
Cc1cc(C)cc(NC(=O)C2CC3CCC2C3)c1 (stereo not given) | ? | /
CCN1CCN(c2ccc(S(=O)(=O)N3CCCCC3)cc2NC(=O)Cc2ccc(OC)cc2)CC1 | ? | /
Cc1cc(/C=C(\C#N)C(=O)NCc2cccs2)c(C)[nH]1 | 9% | 6
Cc1nonc1CN(C)C(=O)c1ccc(OC2CCN(C(=O)c3cccnc3)CC2)cc1 | 8% | 1
CCOc1ccc(NC(=O)CSc2nnc(Cn3cnc4ccccc43)n2C)cc1 | -10% | 3
COCCN(CC(=O)NCC1CCCO1)C(=O)CCC(=O)Nc1ccccn1 (stereo not given) | ? | /
CCOC(=O)C1CCN(C(=O)c2cc3cc4ccc(OC)cc4nc3o2)CC1 | ? | /
COCCn1c(SCC(=O)NC2CCCCC2)nc2c(c1=O)SCC2 | -30% | -17
CC(C)C[C@H]1CN=C(Nc2ccccc2)N1CCC1CCCC1 | ? | /
CC(C)c1ccc(C2(C)NC(=O)N(CC(=O)N3CCN(C(=O)c4cccs4)CC3)C2=O)cc1 (stereo not given) | ? | /
O=[N+]([O-])c1ccc(CSc2nnc(-c3cccnc3)o2)cc1 | 9% | 26
CC(C)c1ccc(C(=O)NCc2ccc(Cl)cc2)cc1 | -4% | 6
COC(=O)c1ccc(NC(=O)c2cccc(C)c2[N+](=O)[O-])cc1 | -7%[9.22 µM] | -11
Cc1cccnc1NC(=O)Nc1cccc(Cl)c1 | ? | /
COc1cccc(C(=O)NC2C(=O)N3C(C(=O)O)=C(COC(C)=O)CSC23)c1 (stereo not given) | ? | /
Cn1c(N2CCN(C(=O)NC34CC5CC(CC(C5)C3)C4)CC2)nc2ccccc21 | 1% | 1
Cc1ccc2c(c1)NC(=O)C(CC(=O)NCCCN1CCCCC1C)O2 (stereo not given) | ? | /
FC(F)Oc1ccccc1NC(=S)Nc1cccnc1 | ? | /
Cn1c(=O)n(CC(=O)NC2CCCCC2)c(=O)c2ccccc21 | ? | /
COc1ccc(CN2CCNC(=O)C2CC(=O)NC2Cc3ccccc3C2)c(OC)c1 (stereo not given) | 2% | 3
O=C(COC(=O)CCc1ccc(S(=O)(=O)N2CCOCC2)cc1)NC(=O)NC1CCCCC1 | ? | /
COc1ccc(-c2nc(CN3CCC(C(=O)NCC4CCCO4)CC3)c(C)o2)cc1OC (stereo not given) | i | /
COc1cc(/C=N/NC(=O)c2cccc([N+](=O)[O-])c2)ccc1OCc1ccccc1 | ? | /
COc1ccc2nc(Nc3nc4cc5c(cc4s3)OCO5)sc2c1 | ? | /
CCOC(=O)C1CCCN(C(=O)Cn2nc(C)n3nc(-c4ccccc4)cc3c2=O)C1 (stereo not given) | -22% | /

A portion taken from the entries so far:
structure | S3 lipid droplet | S3 lipid droplet cell count max
Cc1nonc1CN(C)C(=O)c1ccc(OC2CCN(C(=O)c3cccnc3)CC2)cc1 | 8% | 1
CCOc1ccc(NC(=O)CSc2nnc(Cn3cnc4ccccc43)n2C)cc1 | -10% | 3
COCCN(CC(=O)NCC1CCCO1)C(=O)CCC(=O)Nc1ccccn1 (stereo not given) | ? | /
CCOC(=O)C1CCN(C(=O)c2cc3cc4ccc(OC)cc4nc3o2)CC1 | ? | /
COCCn1c(SCC(=O)NC2CCCCC2)nc2c(c1=O)SCC2 | -30% | -17
CC(C)C[C@H]1CN=C(Nc2ccccc2)N1CCC1CCCC1 | ? | /
CC(C)c1ccc(C2(C)NC(=O)N(CC(=O)N3CCN(C(=O)c4cccs4)CC3)C2=O)cc1 (stereo not given) | ? | /

By substructure, the compounds so far containing a cyano group
structure | S3 lipid droplet | S3 lipid droplet cell count max
COc1ccccc1C1C(C#N)=C(N)Oc2c1oc(CO)cc2=O (stereo not given) | ? | /
Cc1cc(/C=C(\C#N)C(=O)NCc2cccs2)c(C)[nH]1 | 9% | 6

Next part
structure | S3 lipid droplet | S3 lipid droplet cell count max
CC1(C)Cc2ccccc2-c2nc(-c3ccccc3)oc(=O)c21 | ? | /
C#CCOCCOCCOCCNc1nc(N2CCN(C(=O)CCCCCCCCCCNC(=O)[C@H]([C@@H](C)CC)n3cc(CCCCCN)nn3)CC2)nc(N2CCN(C(=O)CCCCCCCCCCNC(=O)[C@@H]([C@H](C)O)n3cc(C)nn3)CC2)n1 | ? | /
CCN(CC(=O)Nc1ccccc1C(F)(F)F)C(=O)c1ccc(N2CCCC2=O)cc1 | 15% | -3
Cc1ccc(S(=O)(=O)N(C)C)cc1NC(=O)CSc1nc2ncc(Cl)cc2[nH]1 | ? | /
COC(=O)c1sc(NC(=O)COc2cccc(C)c2)nc1C | ? | /
CCOc1ccc(OCC)c(NC(=O)CN2CCN(CC(=O)NC(C)C)CC2)c1 | i | -17
CCN(CC)CCNC(=O)c1ccc(NC(C)=O)cc1 | ? | 2
c1cncc(COC2CCCN(Cc3nc(-c4cccs4)no3)C2)c1 (stereo not given) | 12% | 29
COc1ccc(-c2nc(SCC(=O)Nc3c(F)cccc3F)n[nH]2)cc1 | ? | /
CC(C)C(=O)Nc1cc(=O)[nH]c2ncnn12 | 5.8µM* | -10*
NC(=O)Cn1cc(/C=N\NS(=O)(=O)c2ccccc2)c2ccccc21 | 6% | /
O=C(NCCc1ccccc1)c1ccc(Cl)nc1 | 5% | -6
Cc1occc1C(=O)NNC(=O)C1CC1 | -13% | 1
O=C(COn1nnc2ccc(Cl)cc21)Nc1ccc(F)cc1 | ? | /
COc1cccc(CN(C(=O)c2cnccn2)C(C(=O)NC2CCCCC2)c2cc(OC)c(OC)c(OC)c2)c1 (stereo not given) | ? | /
COc1ccc2[nH]c(=O)c(CN(CCO)C(=O)NCc3ccccc3)cc2c1 | 13% | -1
c1ccc(-c2nnc(-c3ccccc3)c(-c3c[nH]c4ccccc34)n2)cc1 | ? | /
COc1cc(CN2CCN(c3ccccc3C)CC2)cc([N+](=O)[O-])c1O | 8% | 4
CCN(c1ccccc1)c1ncnc2c1cnn2-c1ccccc1 | ? | /
COc1ccc(NC(=O)c2ccccc2NC(=O)C2CC=CCC2C(=O)O)cc1 (stereo not given) | i | -4
COc1cc(C)ccc1OCCOCCOc1cc(C)c(C)cc1Br | ? | /
CCCN(C(=O)C1CSC2(C)CCC(=O)N12)c1c(N)n(Cc2ccccc2)c(=O)[nH]c1=O (stereo not given) | ? | /
Cn1cccc1CC(=O)N/N=C/c1ccc(C(C)(C)C)cc1 | ? | /
Cc1ccc(S(=O)(=O)NCc2ccc(C(=O)N3CCc4ccccc4C3)cc2)cc1 | ? | /
Cc1ccccc1OCC(=O)Nc1cc(S(=O)(=O)N2CCCCC2)ccc1N1CCN(C)CC1 | -1%[9.22 µM] | 8
CC(C)CCNC(=O)CN(Cc1ccc(F)cc1)C(=O)CCC(=O)Nc1ccccn1 | i | 4
CC(C(=O)NCCC1=CCCCC1)N1C(=O)c2ccccc2C1=O (stereo not given) | -1% | -20
CCOC(=O)C1(Cc2cccc(F)c2)CCN(CCCn2cccn2)CC1 | ? | /
COc1ccc(NC(=O)NNC(=O)C(C)Oc2ccc3ccccc3c2)cc1OC (stereo not given) | ? | /
O=C(NCc1cccnc1)c1cccc(Cl)c1 | i | 6

Further entries:
structure | S3 lipid droplet | S3 lipid droplet cell count max
COc1cc(C)c(CN2CCC(n3nccc3NC(=O)C3CCOC3)CC2)cc1C (stereo not given) | i | /
CCOc1ccccc1N(C)C(=O)CCS(=O)(=O)c1ccc2c(c1)NC(=O)C(C)S2 (stereo not given) | i | -22
O=C1NN(c2ccccc2)C(=O)/C1=C/c1ccc(-c2ccc(Cl)c(C(=O)O)c2)o1 | ? | /
O=C(CS(=O)CC(=O)Nc1cccc2c1CCCC2)Nc1ccc(F)cc1 (stereo not given) | -11% | /
COc1ccc(-n2c(SC(C)C(=O)N3CCOCC3)nc3ccccc3c2=O)cc1 (stereo not given) | 22% | /
COCCN1CC(C(=O)NCc2ccccc2-n2ccnc2C)CCC1=O (stereo not given) | -20% | -6
Cc1cccn2c(=O)c3cc(C#N)c(=NC(=O)c4ccco4)n(Cc4ccco4)c3nc12 | 3% | 1
NC(=O)Nc1ccccc1C(=O)NCCc1ccccc1 | 7% | 12
CC(=O)Nc1c(C(=O)O)oc2ccccc12 | -1% | 15
O=C(NCc1ccc2c(c1)OCO2)C1CC(=O)N(c2ccc(O)cc2)C1 (stereo not given) | 15% | 16
O=C(NCc1ccc(Cl)cc1)C1CCCCN1S(=O)(=O)c1ccccc1 (stereo not given) | ? | /
N=c1c(S(=O)(=O)c2ccc(Br)cc2)cc2c(=O)n3ccccc3nc2n1Cc1ccccc1 | -28% | 18
C/C(=N\Nc1nc(N2CCOCC2)nc(N2CCOCC2)n1)c1cccc([N+](=O)[O-])c1 | 1% | 33
COc1ccccc1C(=O)Nc1ccnn1C1CCN(C/C=C/c2ccccc2)CC1 | -16% | 9
CCN1C(=O)c2ccccc2S(=O)(=O)c2ccc(C(=O)N3CCOCC3)cc21 | 17%[9.22 µM] | /
Cc1ccc(S(=O)(=O)N2CCOCC2)cc1NC(=O)CSc1nnc(N)s1 | ? | /
CCn1c(SCC(=O)Nc2nncs2)nnc1-c1ccco1 | ? | /
CCN(CC)S(=O)(=O)c1cccc(C(=O)N/N=C(\C)c2ccc(O)cc2O)c1 | ? | /
O=C(CSc1ccccc1)N1CCC(N2CCC(C(=O)N3CCCC3)CC2)CC1 | 2% | -9
CC(NC(=O)CCCN1C(=O)c2ccccc2C1=O)c1ccc2c(c1)CCCC2 (stereo not given) | i | /
Cc1cc(C(=O)O)c2ccccc2n1 | ? | /
